Screening data as filed in PubChem.
TDP2 inh = TDP2 (human) inhibition, absorbance primary screen | actives 0.34% (n = 370,000) | inhibition, % at 12.8 µM | recombinant TDP2, T5PNP hydrolysis, p-nitrophenol absorbance 415 nm | O95551;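 active means inhibition above the mean of all tested compounds plus 3 SD, set per campaign, cut at about 25% in these data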;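 further: 0% = DMSO with enzyme and 100% = buffer with substrate but no TDP2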
Target sequence (O95551 whole entry, looked up): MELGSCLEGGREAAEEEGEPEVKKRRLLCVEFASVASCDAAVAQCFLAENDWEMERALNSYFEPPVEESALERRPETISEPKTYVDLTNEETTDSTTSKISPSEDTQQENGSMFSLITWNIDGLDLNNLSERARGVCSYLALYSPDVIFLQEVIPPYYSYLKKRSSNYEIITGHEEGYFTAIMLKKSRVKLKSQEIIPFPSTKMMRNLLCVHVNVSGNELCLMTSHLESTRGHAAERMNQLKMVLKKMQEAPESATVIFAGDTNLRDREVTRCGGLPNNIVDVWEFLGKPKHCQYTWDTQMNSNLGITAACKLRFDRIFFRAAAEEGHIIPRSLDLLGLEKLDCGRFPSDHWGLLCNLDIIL
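Test system: Human TDP2 enzyme | Reagent: 5 mM T5PNP | Compound dosing: 12.8 µM single point, 1% DMSO | Incubation: Enzyme reaction with compound for 2 h at 37 °C | Technique: p-Nitrophenol epi absorbance | Read-out: % inhibition relative to enzyme-containing and enzyme-free wells | Benchmarks: High control without enzyme, low control DMSO plus TDP2 | Replicates: Singlicate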
DDE Tn7 FP inh = DD(E)-Tn7 binding inhibition, primary FP screen; FP displacement of FITC-Tn7 peptide from fibrin DD(E); 0% = median of compound wells per plate; P02675; inhibition, % at 8.3 µM; actives 0.13% (n = 370,000);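 active means inhibition above the mean of compounds falling within the control limits plus 3 SD of them, cut at about 14% in these data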;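 further: 0% = plate median of compound wells and 100% = 10 µM Aha-Tn7 peptide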
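Assay system: human fibrin DD(E). Input: DD(E) 2 µM final. Medium: Tris buffer with calcium and detergent, pH 7.8. Compound dosing: single point at 8.3 µM. Timing: 10 min plus 3 h, room temperature. Technique: fluorescence polarization of the labelled Tn7 tracer. Read-out: percent inhibition. Replicates: singlicate testing.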
ADAM10 inh = ADAM10 inhibition, QFRET primary screen; inhibition, % at 7 µM; recombinant ADAM10, EDANS/DABCYL FRET peptide cleavage, 3 h; actives 0.62% (n = 370,000); O14672; AID 720582;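 active means inhibition above a per-campaign cutoff equal to the mean of compounds falling between control-based bounds plus 3 SD, cut at about 20% in these data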;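 further: 0% = DMSO wells while the 100% control is not disclosed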
Target sequence (O14672 214-748 limits assumed): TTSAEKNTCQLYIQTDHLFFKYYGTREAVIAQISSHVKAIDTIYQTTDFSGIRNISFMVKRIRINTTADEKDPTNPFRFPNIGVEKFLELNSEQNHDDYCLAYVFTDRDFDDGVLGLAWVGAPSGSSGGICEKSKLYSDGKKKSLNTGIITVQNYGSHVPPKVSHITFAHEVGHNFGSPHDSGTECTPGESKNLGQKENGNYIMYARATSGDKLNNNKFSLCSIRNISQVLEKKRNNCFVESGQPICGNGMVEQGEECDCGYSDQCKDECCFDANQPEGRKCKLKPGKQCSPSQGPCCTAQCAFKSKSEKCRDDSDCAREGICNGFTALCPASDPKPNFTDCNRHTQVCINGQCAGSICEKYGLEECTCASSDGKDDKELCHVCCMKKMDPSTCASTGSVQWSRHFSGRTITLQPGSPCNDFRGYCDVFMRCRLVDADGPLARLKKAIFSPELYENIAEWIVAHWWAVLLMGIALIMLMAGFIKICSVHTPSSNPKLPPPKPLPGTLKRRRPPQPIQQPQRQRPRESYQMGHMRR
PLCg1 inh = PLC-gamma1 (human) inhibition, primary screen; actives 0.84% (n = 370,000); P19174; purified PLC-gamma1, fluorogenic substrate, fluorescence; inhibition, % at 12.2 µM; in the data active means inhibition above about 9.5%
PLC-beta3 inh = PLC-beta3 (human) inhibition, primary screen; Q01970; Purified PLC-beta3, fluorogenic substrate, fluorescence; inhibition, % at 12.2 µM; actives 0.18% (n = 370,000); AID 720704; in the data active means inhibition above about 11%;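 further: 0% = median of compound wells on plate and 100% = full blocker control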
SIAE inh = inhibitors of human sialic acid acetylesterase SIAE; Q9HAT2; SIAE FP-Rh probe binding, fluorescence polarization; inhibition, % at 9.66 µM; actives 0.69% (n = 370,000);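 active means inhibition above a cutoff: mean of compounds within the control limits plus 3 SD of those, cut at about 17% in these data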;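 further: 0% = plate median of compound wells and 100% = probe without SIAE protein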
ASAP1 GAP inh = inhibitors of human ASAP1 ArfGAP activity | ASAP1-stimulated ARF1 GTP hydrolysis, GDP FP detection | Q9ULH1 | actives 0.19% (n = 360,000) | AID 624377 | inhibition, % at 16.5 µM; in the data active means inhibition above about 25%;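 further: 0% = vehicle with enzyme and substrate and 100% = no enzyme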
Tn6 DDE FP = inhibitors of Tn6 peptide binding to human fibrin DD(E); Fibrin DD(E) TRITC-Tn6 fluorescence polarization displacement; inhibition, % at 8.3 µM; actives 0.21% (n = 370,000); AID 720509;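 active means inhibition above a per-campaign cutoff: mean of compounds within control limits plus 3 SD, cut at about 15% in these data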;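 further: 0% = median of all compound wells on the plate and 100% = blocking peptide control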
ARFGAP1 inh = inhibits rat ARF GTPase activating protein 1 | Q62848 | actives 0.26% (n = 360,000) | Arfgap1-stimulated ARF1 GTP hydrolysis, GDP FP detection | inhibition, % at 16.5 µM | AID 651572;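 active means inhibition above a per-plate limit, mean inhibition of low control wells plus 3 SD, cut at about 25% in these data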;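 further: 0% = DMSO wells with enzyme and 100% = wells lacking Arfgap1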
Target sequence (Q62848 1-136 limits assumed): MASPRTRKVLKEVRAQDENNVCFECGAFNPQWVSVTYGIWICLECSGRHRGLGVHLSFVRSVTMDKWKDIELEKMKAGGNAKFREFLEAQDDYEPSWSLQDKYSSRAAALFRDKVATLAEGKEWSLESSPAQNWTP
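System: truncated rat Arfgap1 GAP domain / Benchmarks: high control wells lacking Arfgap1, low control full reaction with DMSO / Times: compound-enzyme preincubation 20 min, reaction 120 min, detection 60 min, 25 °C / Repeats: one replicate per compound / Also added: human ARF1(Δ1-17)-GTP substrate / Measured by: Tracer-displacement fluorescence polarization with EDTA stop, 620/688 nm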
ADAM17 inh = inhibits human ADAM17. inhibition, % at 6.95 µM. actives 0.83% (n = 370,000). recombinant ADAM17, EDANS/DABCYL FRET peptide cleavage;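 active means inhibition above the mean of compounds lying between control limits plus 3 SD, set per campaign, cut at about 8.5% in these data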;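 further: 0% = DMSO-only wells as the low control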
An asterisk follows results filed as active; / = no result given.

compound	TDP2 inh	DDE Tn7 FP inh	ADAM10 inh	PLCg1 inh	PLC-beta3 inh	SIAE inh	ASAP1 GAP inh	Tn6 DDE FP	ARFGAP1 inh	ADAM17 inh
C=CCOc1ccc(C2/C(=C(\O)c3ccc4c(c3)CC(C)O4)C(=O)C(=O)N2CCN2CCOCC2)cc1OCC (stereo not drawn)	24.3	-4.0	9.9	-10.1	-19.7	-2.5	-9.5	0.1	8.9	-3.4
CCn1nc(C)c(NC(=O)/C=C/c2ccc(OC)c(COc3ccc(Cl)cc3Br)c2)c1C	2.8	2.4	10.1	7.8	0.2	-0.8	6.9	0.6	4.0	1.5
CC(C)(C)[C@H]1C=C(C(=O)N2CCN(Cc3ccccc3)CC2)O[C@@H](OCCCCO)C1	7.4	-6.5	1.2	0.5	0.8	4.7	-12.8	2.8	1.2	-0.1
COc1ncnc2c1ncn2CCCN1CCN(C(=O)C2CC2)CC1	-1.5	-11.2	-7.1	-4.5	-2.6	-2.9	18.2	-3.1	0.9	-3.0
CN(Cc1ccccc1)Cc1nc2c([nH]1)c(=O)[nH]c(=O)n2C	-2.4	-2.4	-0.5	0.2	3.6	-1.3	4.1	3.7	4.7	-1.5
Cc1ccc(-c2cc(C(=O)Nc3c(C#N)cnn3C)no2)cc1	0.2	5.2	-10.0	-2.0	0.0	-3.7	3.3	3.2	-5.4	-1.8
Cc1nn(CC(O)COc2ccc3c(c2)CCC3)c(C)c1C (stereo not drawn)	-2.3	-4.2	3.9	3.2	-1.1	3.1	3.4	4.2	-7.4	0.7
CCOc1cccc(-c2nnc(SCC(=O)Nc3cc(OC)cc(OC)c3)n2N)c1	4.9	-0.7	-5.4	-1.7	-0.7	-4.8	5.6	-4.2	8.4	-2.2
O=C(CSc1nnnn1-c1ccc(F)cc1)Nc1ccc(N2CCOCC2)c(Cl)c1	1.2	-2.1	3.6	-1.0	3.1	0.2	8.3	-1.6	-1.7	-1.7
C/C(=N\NC(=O)c1ccc([N+](=O)[O-])cc1)c1cc2ccccc2oc1=O	-17.0	1.2	-5.3	0.9	-0.6	17.3*	8.1	-7.0	1.6	-0.2
COc1ccc(CCN(C)C(=O)c2ccc(S(=O)(=O)NCc3ccco3)cc2)cc1OC	-3.2	3.4	1.1	0.7	4.9	2.5	-7.2	-4.8	0.3	-2.1
CCC[C@H]1[C@@H](OC(=O)NCc2ccc(C)cc2)CC[C@@]23CCCN2C(=O)CCC[C@@H]13	-5.6	-1.0	-1.3	0.1	-0.7	-0.2	/	7.1	/	-2.8
CC(C)NC(=O)Nc1ccc2c(c1)C(=O)N([C@H](C)CO)C[C@H](C)[C@@H](CN(C)C(=O)NC(C)C)O2	-7.9	5.5	-0.6	1.5	1.6	2.4	8.0	1.4	-8.1	4.0
CCOC(=O)C1CCN(C(=O)c2cc3cc4ccc(C)cc4nc3o2)CC1	-0.5	1.1	-136.6	-28.1	-53.6	3.0	-12.0	5.1	-6.4	-41.5
NC(=O)C1CCN(C2CC(=O)N(Cc3cccs3)C2=O)CC1 (stereo not drawn)	-9.8	3.0	0.9	-2.0	-2.8	-4.0	-4.3	-2.3	-1.7	-3.7
S=c1[nH]nc(-c2cc(-c3ccco3)[nH]n2)n1-c1ccccc1Cl	-0.5	1.3	-4.0	-3.9	-6.9	1.1	-6.1	-4.7	18.0	-1.4
C[C@H](CO)N1C[C@H](C)[C@H](CN(C)C(=O)Nc2cccc3ccccc23)Oc2ncc(Br)cc2C1=O	1.8	-0.4	-154.0	-36.1	-49.9	4.2	1.8	2.0	0.7	-36.5
Cc1cc(C)c2oc(-c3cccc(NC(=O)c4ccc(F)cc4)c3)nc2c1	-3.4	-3.8	2.4	2.6	1.4	8.2	-6.4	0.4	14.2	-2.0
CC(=O)Nc1ccc(Sc2ccccc2C(=O)N2CCCC2)cn1	6.1	-0.7	6.9	-0.2	-0.5	2.0	-1.7	-7.7	8.3	-1.2
COc1ccc(/C=C2\C(=O)N(Cc3ccc(F)cc3)CC(=O)N2Cc2ccccc2)cc1	-3.0	-0.5	16.6	1.7	0.3	0.1	0.9	-4.3	-4.3	4.3
C(=Cc1cnnc2ccccc12)c1ccccc1	2.7	1.7	-7.1	0.7	-2.8	3.4	-0.9	-5.8	-11.8	-3.6
O=C(NCC1CCN(C(=O)C(=O)c2cc3ccccc3o2)CC1)c1ccc2c(c1)OCCCO2	-3.8	-2.2	-9.9	-1.5	-0.4	-0.2	-5.2	-3.2	-0.2	-3.2
O=C1C=Cc2ccccc2/C1=C/c1[nH]c(=O)[nH]c1O	9.9	3.5	-188.8	-53.2	-86.9	0.1	-7.1	1.1	3.3	-82.0
Nc1cccnc1Oc1ccc(F)cc1	-10.3	-1.4	4.9	0.0	-9.3	-6.0	-13.1	6.7	4.5	-0.1

Arranged by value in ADAM17 inh (ascending): some entries from above.
| compound | TDP2 inh | DDE Tn7 FP inh | ADAM10 inh | PLCg1 inh | PLC-beta3 inh | SIAE inh | ASAP1 GAP inh | Tn6 DDE FP | ARFGAP1 inh | ADAM17 inh |
| --- | --- | --- | --- | --- | --- | --- | --- | --- | --- | --- |
| O=C1C=Cc2ccccc2/C1=C/c1[nH]c(=O)[nH]c1O | 9.9 | 3.5 | -188.8 | -53.2 | -86.9 | 0.1 | -7.1 | 1.1 | 3.3 | -82.0 |
| C(=Cc1cnnc2ccccc12)c1ccccc1 | 2.7 | 1.7 | -7.1 | 0.7 | -2.8 | 3.4 | -0.9 | -5.8 | -11.8 | -3.6 |
| CC(C)(C)[C@H]1C=C(C(=O)N2CCN(Cc3ccccc3)CC2)O[C@@H](OCCCCO)C1 | 7.4 | -6.5 | 1.2 | 0.5 | 0.8 | 4.7 | -12.8 | 2.8 | 1.2 | -0.1 |

Next compounds follow:
compound	TDP2 inh	DDE Tn7 FP inh	ADAM10 inh	PLCg1 inh	PLC-beta3 inh	SIAE inh	ASAP1 GAP inh	Tn6 DDE FP	ARFGAP1 inh	ADAM17 inh
COc1ccc(C(O)c2nccn2C)cc1 (stereo not drawn)	-14.7	-4.2	8.7	0.1	2.0	-0.2	-9.0	-3.3	7.2	2.3
CC1(C)CC(=O)CC2(C1)NCC(c1ccccc1)c1c2[nH]c2ccccc12 (stereo not drawn)	-13.8	3.3	2.2	2.6	-1.8	5.7	-11.9	1.6	12.3	-0.3
O=c1c(Cc2ccc(F)cc2)c(O)ccn1Cc1ccc(Cl)cc1Cl	-1.4	1.0	5.3	-1.2	-0.1	-3.8	17.1	2.8	5.5	-6.6
O=C(Cn1cc(C(=O)C(F)(F)F)c2ccccc21)Nc1ccccc1F	-2.1	-0.2	3.3	-4.3	-4.0	-22.7	-13.0	3.9	-2.7	0.3
O=C(NCc1ccccc1Cl)c1ccc2c(=O)n(CC3CCCO3)c(=S)[nH]c2c1 (stereo not drawn)	14.0	2.0	-4.4	2.6	-5.0	0.0	0.9	-2.2	2.9	-3.9
Cc1cc2occ(CC(=O)NC3CCCc4ccccc43)c2cc1C (stereo not drawn)	-0.5	-1.0	0.6	-0.2	-2.0	-3.6	19.4	5.6	11.7	-0.5
CC(C)CNS(=O)(=O)c1ccc(CCC(=O)N2CCCC2)cc1	0.1	-5.0	-1.3	2.3	7.2	-1.5	3.6	-5.7	11.6	-1.5
Cc1cccc(CCNc2nc3ccccc3n3nnnc23)c1	7.2	-5.5	-5.6	0.2	0.7	-1.7	0.1	3.4	3.0	-7.0
Cc1ccc(P(=O)(c2ccc(C)cc2)[C@@H](NC(c2ccccc2)c2ccccc2)c2ccccc2)cc1	1.4	-2.0	14.8	3.5	4.1	-4.7	2.8	-4.5	-20.7	2.8
CCC(C(=O)NC1CCCCC1)n1c(SCc2cccc(C)c2)nc2ccncc21 (stereo not drawn)	-3.8	6.3	-13.1	0.3	0.0	-6.1	16.2	0.8	15.2	-2.3
COc1ccc(O)c(/C=N/NS(=O)(=O)c2ccc(C)cc2)c1	8.0	-2.3	-2.4	-42.1	-46.4	4.0	-2.7	1.9	4.2	-2.1
Cc1ccc(N2C(=O)CSC23C(=O)Nc2ccccc23)cc1 (stereo not drawn)	-4.0	-6.2	-0.7	2.8	0.0	1.6	4.6	-3.3	1.2	0.6
COC(=O)C1=C(C)N(C)C(=NCc2ccc3c(c2)OCO3)NC1c1ccc(F)cc1 (stereo not drawn)	-2.4	-6.5	-1.9	2.7	1.2	4.9	-5.0	-3.6	11.1	-3.8
COc1ccc(NC(=O)Cn2c(=O)n(CC3CCCO3)c(=O)c3cc(OC)c(OC)cc32)c(OC)c1 (stereo not drawn)	7.8	0.2	-6.1	-1.2	-0.3	-1.3	-8.6	-1.6	-1.1	-2.5
Cc1cccc(NC(=S)NC(=O)CCc2ccccc2)c1	-7.8	3.9	10.2	-0.5	-2.1	-10.8	-3.8	3.2	-4.3	4.9
CCC(C)NC(=O)c1ccccc1NC(=O)C1COc2ccccc2O1 (stereo not drawn)	4.1	1.0	-2.4	-2.2	0.5	0.8	2.4	0.2	-0.7	1.3
O=C(O)[C@H]1CCCC[C@H]1C(=O)Nc1cc([N+](=O)[O-])ccc1F	-3.3	-2.5	-3.2	-0.4	2.6	-31.9	-1.2	6.6	-4.4	-0.8
CCN(CCC(=O)Nc1cc(OC)cc(OC)c1)Cc1ccccc1	1.1	-0.3	-15.6	-4.6	-9.5	-1.0	-11.9	7.0	-4.8	-6.8
O=C(O)/C=C/C(=O)NNC(=O)c1ccccc1Br	-7.4	5.2	2.4	7.7	-0.1	-4.2	1.2	-1.0	0.0	2.1
CCc1nnc(N2C(=O)c3cccc4cccc(c34)C2=O)s1	4.0	0.2	-212.3	-9.7	-12.7	3.9	9.4	4.5	-3.9	-62.9
COc1cc(Cl)c(C)cc1NC(=O)CN1CCN(C(=O)c2cccs2)CC1	-1.6	5.8	-2.5	-1.8	-0.8	-8.8	13.4	5.6	3.2	1.4
